# Screening results (PubChem)
# PKA-R2B act: PKA-R2B complex activation. PKA-R2B holoenzyme dissociation, Cy5-IP20 fluorescence polarization; R2B truncated from residue 108, S112A mutant; 0% DMSO only, 100% 113 µM cGMP. activation, % at 11.4 µM. 340,000 compounds, 0.079% hits. AID 504700;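 active means activation above a cutoff set at the mean over all compounds plus 3 SD, cut at about 18% in these data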;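 further: higher means more holoenzyme dissociation and a rise in polarization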
# Target sequence (P31323 whole entry, looked up, other chains not shown, the tested form may be a part): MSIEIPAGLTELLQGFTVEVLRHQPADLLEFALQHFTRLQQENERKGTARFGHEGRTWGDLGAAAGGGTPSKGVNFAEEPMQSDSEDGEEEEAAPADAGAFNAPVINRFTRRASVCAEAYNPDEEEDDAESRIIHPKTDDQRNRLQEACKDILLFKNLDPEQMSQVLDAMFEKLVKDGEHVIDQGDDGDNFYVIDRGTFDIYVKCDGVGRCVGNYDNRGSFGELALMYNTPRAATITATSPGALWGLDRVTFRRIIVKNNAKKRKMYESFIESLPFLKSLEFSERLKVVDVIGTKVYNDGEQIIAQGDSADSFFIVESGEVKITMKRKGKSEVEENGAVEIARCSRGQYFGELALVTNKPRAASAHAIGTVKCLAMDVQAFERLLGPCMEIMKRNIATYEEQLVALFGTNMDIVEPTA
# RTF Ca sens inh: cardiac RTF calcium desensitization | P19429+P45379 | IANBD-labeled cardiac RTF, Ca2+ fluorescence | 340,000 compounds, 0.12% hits | inhibition, % at 7.15 µM;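 active means inhibition above the mean inhibition of all tested compounds plus 3 SD, cut at about 17% in these data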;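 further: assay run at fixed EC70 calcium of 1.6 mM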
# Keap1-Nrf2 PPI: Keap1-Nrf2 (human) interaction inhibition | Keap1 Kelch-Nrf2 peptide fluorescence polarization, 1536-well | inhibition, % at 9.4 µM | Q14145 | AID 504523 | 340,000 compounds, 0.15% hits; in the data active means inhibition above about 12%; inconclusive means no clear call, values can overlap the other calls; inactive means below about 7.3%;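 further: human Keap1 Kelch domain with fluorescein labeled Nrf2 9mer peptide probe; 0% = neutral control wells and 100% = peptide positive control; higher means more block of Keap1 binding to Nrf2 peptide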
# Arrestin-AP2 inh: inhibitors of human beta-arrestin and AP2 interaction | 340,000 compounds, 0.31% hits | inhibition, % at 10 µM | FITC-arrestin peptide / GST-AP2 beads, flow cytometry; AP2 beta2 appendage carries R879A mutation;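 active means inhibition above a set limit, near 3 SD of compounds lacking own fluorescence, cut at about 54% in these data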;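 further: plate controls were DMSO wells for no effect and 5 µM unlabelled arrestin peptide for full effect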
#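 Test system: GST-tagged AP2 beta2-adaptin appendage (R879A) on 4 µm glutathione beads; also added: fluorescein-tagged arrestin peptide at 50 nM final; timing: 12 min plus 1 h, RT; signal: flow cytometry, FL1 (488/535 nm); read-out: percent drop in bead-associated FITC signal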
# PvdQ inh: blocks Pseudomonas aeruginosa PvdQ acylase activity. 340,000 compounds, 0.063% hits. purified PvdQ acylase, fluorescence plate reader. inhibition, % at 10 µM. AID 488965; in the data active means inhibition above about 30%, passing the limit was not always enough; inconclusive means no clear call, values can overlap the other calls;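 further: 0% = vehicle neutral wells and 100% = reference inhibitor wells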
# SR-BI HDL uptake: mouse SR-BI HDL lipid transfer inhibition. Q61009. AID 488896. ldlA[mSR-BI] CHO cells, DiI-HDL uptake fluorescence, 3 h. inhibition, % at 12.5 µM. 320,000 compounds, 0.96% hits;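 active means mean replicate inhibition of at least 70% and a set share of replicates each scoring 70 or more; inconclusive means meets just one of the two criteria; inactive means fails both criteria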;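 further: 0% = median of neutral control wells and 100% = median of positive control wells; values of inactives mirror those of a sister screen read the other way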
# LANA DNA inh: inhibitors of KSHV LANA C-terminal domain DNA binding | MBP-C-LANA/FAM-LBS DNA binding, fluorescence polarization | inhibition, % at 9 µM | 340,000 compounds, 0.078% hits | AID 504423;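 active means highest replicate inhibition at or above 60% at 9 µM, even if other replicates fall short; inactive means all replicates below 60% inhibition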;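 further: 0% = neutral control wells and 100% = 4 µM acridine orange control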
# SR-BI uptake up: enhances SR-BI lipid uptake from DiI-HDL; activation, % at 12.5 µM; AID 504775; 320,000 compounds, 0.096% hits; CHO ldlA[mSR-BI] cells, DiI-HDL uptake fluorescence, 3 h; 100 = double the neutral-control signal;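 active means mean replicate activation of at least 60% and every replicate at or above 60%; inconclusive means mean or all-replicate condition met, but not both; inactive means mean below 60% and not all replicates reaching 60%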;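 further: 0% = median plate neutral-control signal and 100% = twice that signal; values of inactives mirror those of a sister screen read the other way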
#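 Material: SR-BI-overexpressing, LDLR-lacking CHO cells; schedule: compound exposure 3 h, 37 °C; reagent: DiI-labelled HDL at 10 µg/mL final; technique: bottom-read fluorescence, 550/595 nm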
# NSD2 inh: inhibitors of human histone methyltransferase NSD2; NSD2 peptide methylation, AlphaScreen, 120 min; 310,000 compounds, 0.54% hits; AID 743445; inhibition, % at 12.5 µM; O96028; in the data active means inhibition above about 50%
# DAGLB inh: blocks human DAGLB lipase activity; Q8NCG7; HEK293T DAGLB membrane lysate, EnzChek fluorogenic substrate; inhibition, % at 5.17 µM; 340,000 compounds, 0.059% hits; AID 504411; in the data active means inhibition above about 34%;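 further: 0% = enzyme with vehicle and 100% = wells lacking enzyme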
# Target sequence (Q8NCG7 whole entry, looked up): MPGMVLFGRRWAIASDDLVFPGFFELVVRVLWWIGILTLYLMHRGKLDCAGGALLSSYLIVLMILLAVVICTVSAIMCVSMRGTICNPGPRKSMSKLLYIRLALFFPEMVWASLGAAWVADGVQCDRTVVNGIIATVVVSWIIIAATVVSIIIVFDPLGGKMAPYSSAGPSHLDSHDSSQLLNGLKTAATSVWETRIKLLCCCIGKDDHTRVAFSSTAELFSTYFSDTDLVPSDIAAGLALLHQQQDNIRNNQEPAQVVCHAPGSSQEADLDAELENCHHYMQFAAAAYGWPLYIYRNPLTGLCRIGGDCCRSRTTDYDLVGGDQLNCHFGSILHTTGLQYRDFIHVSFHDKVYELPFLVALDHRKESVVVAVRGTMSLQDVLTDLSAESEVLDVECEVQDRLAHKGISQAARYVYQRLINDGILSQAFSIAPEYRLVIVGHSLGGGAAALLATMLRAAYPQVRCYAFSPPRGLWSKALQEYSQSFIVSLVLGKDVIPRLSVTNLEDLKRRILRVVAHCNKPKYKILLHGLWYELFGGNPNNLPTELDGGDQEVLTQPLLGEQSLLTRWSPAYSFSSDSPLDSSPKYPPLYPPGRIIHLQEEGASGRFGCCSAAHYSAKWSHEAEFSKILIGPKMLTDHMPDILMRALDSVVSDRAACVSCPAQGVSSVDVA
# * marks the source's active call; other numbers are inactive results; ? = inconclusive; . = no result given.
SMILES,PKA-R2B act,RTF Ca sens inh,Keap1-Nrf2 PPI,Arrestin-AP2 inh,PvdQ inh,SR-BI HDL uptake,LANA DNA inh,SR-BI uptake up,NSD2 inh,DAGLB inh
CCCN(CC(=O)Nc1ccccc1C)C(=O)c1ccc(COc2ccccc2)cc1,-4,-8,-4,-15,-3,49,2.5,-49,-2,0
Cc1c(C)n(Cc2ccccc2)c2ncnc(NN)c12,11,-5,0,24,-12,40,0.8,-40,16,1
COC(=O)c1ccsc1NC(=O)c1ccco1,2,-2,0,-2,-6,-17,1.0,17,-1,-2
O=C(c1ccc(F)cc1)N1CCN(c2ccc(N3CCOCC3)nn2)CC1,-7,7,5,5,3,2,-0.9,-2,-1,0
COc1ccc(NC(=O)Cn2nnc3sc4c(c3c2=O)CC(C)(C)OC4)cc1,7,0,-3,9,-11,-7,1.7,7,-1,-2
CCc1ccc(CN(C)Cc2nc(Cc3ccccc3)no2)nc1,-15,-11,-5,-6,14,-11,-0.4,11,-3,3
Cc1cccc(NC(=O)CN2C(=O)NC(C)(c3ccc4ccccc4c3)C2=O)n1 (stereo not drawn),-13,-22,-5,2,17,3,1.1,-3,0,0
CCNc1ccc(S(N)(=O)=O)cc1[N+](=O)[O-],1,-1,-4,-15,-3,-15,-0.2,15,-4,0
CC(=O)n1cc([C@H]2C=C(C(=O)NCc3ccccc3)O[C@@H](OCCCCO)C2)c2ccccc21,-3,-12,2,-8,0,0,-2.4,0,.,1
COc1ccc(C(C(=O)NC(C)(C)C)N(C(=O)CNC(=O)c2cccs2)c2ccc(C(C)C)cc2)cc1OC (stereo not drawn),1,0,-3,-1,-16,2,1.1,-2,-2,-3
NC(=O)COc1c(-c2ccccc2)oc2ccccc2c1=O,0,-30,4,9,-5,-3,-0.6,3,-1,-3
Cc1[nH]c2ccccc2c1C(=O)C(=O)NC1CC(=O)N(c2ccc(F)cc2)C1 (stereo not drawn),-10,-4,-2,-6,-7,-8,-0.7,8,4,1
CC(C)NS(=O)(=O)c1ccc(OCC(=O)Nc2cccc(F)c2)cc1,10,-10,-4,6,-13,-3,-1.1,4,9,-1
CCCC12CN3CC(C)(CN(C1)C31CCCCC1)C2=O,1,0,0,-10,-12,-18,-1.9,18,-3,2
CCCc1cc(=O)[nH]c(SCC(=O)c2c(N)n(C3CC3)c(=O)[nH]c2=O)n1,5,-3,-2,3,-8,-4,1.3,4,.,-1
CC(NC(=O)c1ccc(OC2CCN(Cc3ccccn3)CC2)cc1)c1ccccc1 (stereo not drawn),8,-2,-1,-25,-5,16,-2.9,-8,0,-1
Cc1cccc(OCC(=O)NNC(=O)C2CCCCC2C(=O)O)c1 (stereo not drawn),-7,-3,0,23,3,5,-0.2,-5,-4,0
Cc1cc(C)c(NC(=O)CNC(=O)COC(=O)C2=COCCO2)c(C)c1,-7,-2,-3,13,1,-20,0.1,20,-1,-1
O=C(Cn1cnc2scc(-c3ccccc3)c2c1=O)N1CCOCC1,-2,-8,-3,0,1,-21,-0.4,21,-2,0
CCSC1(SCC)N=C(N)C2(C#N)C(c3ccccc3)NC(C)=C(C)C12C#N (stereo not drawn),-15,-24,-4,-5,-3,38,2.7,-38,4,1
Cc1ccc(F)c(NC(=O)CCc2ccccc2)c1,-2,5,-1,6,14,.,-0.9,.,1,-2
O=C(CN(Cc1ccccc1Cl)C(=O)c1csnn1)NCCc1ccccc1,-13,-1,4,21,-2,.,-4.2,.,-4,-1
O=C(c1c[nH]c(C(=O)C(Cl)(Cl)Cl)c1)c1c(F)cccc1F,-4,2,-3,5,0,-8,0.9,8,3,1
COc1ccc(NS(=O)(=O)c2cc(C(=O)N3CCN(C/C=C/c4ccccc4)CC3)ccc2C)cc1,-6,-12,3,3,-8,28,-1.8,-28,2,-2
NC(=O)c1ccc(NC(=O)CSC(=O)c2ccccc2)cc1,-8,-6,-4,8,-11,-7,1.0,7,2,-2
COc1ccc(NS(=O)(=O)c2cc(NC(=O)c3cccs3)ccc2N2CCCC2)cc1,-1,-2,-4,8,-12,22,-0.4,-22,-1,1
CC(NC(=O)CCl)c1ccc(Cl)c(Cl)c1 (stereo not drawn),2,-5,-2,0,-17,2,0.8,-2,26,1
CCOC(=O)c1ccc2nc(C)c(CCC(C)=O)c(Cl)c2c1,-1,3,-6,12,-21,32,0.4,-32,-4,-9
COc1ccc(N2CC(C(=O)NCc3n[nH]c(=O)c4ccccc34)CC2=O)cc1 (stereo not drawn),-5,2,0,27,9,-27,1.9,27,-5,1
CC(C)(C)SCCSC1=CC(=O)CC(c2ccccc2)C1 (stereo not drawn),-3,-6,2,3,4,0,-3.0,0,-2,-15
CC(C)(C)NC(=O)NC(=O)CN1CCC(Cc2ccccc2)CC1,-7,6,1,-17,5,-16,1.6,16,-3,-4
CCCSc1nc(N)cc(=O)[nH]1,-2,3,-8,3,9,-9,1.0,9,.,2
O=C(CCN1C(=O)c2ccccc2C1=O)Nc1ccc2c(c1)OCCO2,0,-1,-5,-2,4,-24,-1.6,24,-1,-1
CC(O)c1cccc(-c2ccc(CN3C[C@]4(CO)O[C@@H](CO)C[C@@H]4S3(=O)=O)cc2)c1 (stereo partly drawn),-6,-9,1,-4,-9,25,0.3,-25,.,0
COc1ccc(Cl)cc1C(=O)NNC(=O)COC(=O)CC(NC(C)=O)c1ccccc1 (stereo not drawn),-8,10,6,16,2,12,0.9,-12,0,1
COc1cccc(CNC(=O)C2CCC(CNc3c(N4CCC(C)CC4)c(=O)c3=O)CC2)c1 (stereo not drawn),2,4,-1,-11,-6,20,-0.7,-20,.,1
Cc1cccc(NC(=O)COC(=O)CSc2ccccc2)c1C,-1,-14,5,20,-7,0,1.1,0,2,-2
COC(=O)N1CCN(c2ccc(Cl)c(Cl)c2)CC1,13,-4,1,13,27,17,-0.5,-17,-3,-1
CCn1c(SCC(=O)NCC2CCCO2)nnc1-c1ccc(Cl)cc1 (stereo not drawn),5,-8,3,-8,9,-4,-1.0,4,1,-5
COc1cccc(C(=O)O/N=C(\N)CS(=O)(=O)c2ccccc2)c1,-1,-12,6,26,-9,-21,0.4,21,-2,3
CCCOc1ccc(C(=O)O/N=C(\CC)c2ccc(C)cc2)cc1,-12,-4,5,10,4,.,1.8,.,-2,-22
CC1(C)Cc2c(c(-c3ccco3)[nH]c(=O)c2C#N)CO1,-4,-9,-4,1,-9,-30,2.9,30,58*,1
COc1ccc(C2C(C(C)=O)=C(O)C(=O)N2c2nccs2)cc1OC (stereo not drawn),11,-19,2,3,11,-14,0.2,14,-2,-4
O=C(Nc1ccccc1N1CCCC1)C1CCN(S(=O)(=O)c2cccc(C(F)(F)F)c2)CC1,-3,-7,-3,-5,-17,39,0.9,-39,1,-3
Cc1cc2n(n1)C(c1ccc(O)cc1)Nc1ccccc1-2 (stereo not drawn),6,-7,-1,11,13,50,-1.2,-50,3,-3
CCOCCCNC(=O)Cc1ccc(Br)cc1,-16,12,-5,-5,3,-24,1.6,24,-3,2
O=C(Nc1ccc2oc(-c3ccncc3)nc2c1)c1ccc(F)cc1,-8,-1,0,-24,3,33,-0.6,-33,-3,3
C=C1CC2C3CC[C@@]4(OCOC45COCO5)[C@@]3(C)C(O)CC2[C@@]2(C)CCC(=O)C=C12 (stereo partly drawn),-10,-8,-6,-4,-20,-14,-1.6,14,7,1
COc1ccnc(Oc2ccccc2)c1C(N)=O,-6,-6,-2,2,-10,-24,0.9,24,-3,-4
CC(C)(C)C1CCC(=NNC(=S)Nc2cccnc2)CC1 (stereo not drawn),-10,-9,-1,-7,-9,-18,2.7,18,2,1
# Carrying on.
SMILES,PKA-R2B act,RTF Ca sens inh,Keap1-Nrf2 PPI,Arrestin-AP2 inh,PvdQ inh,SR-BI HDL uptake,LANA DNA inh,SR-BI uptake up,NSD2 inh,DAGLB inh
CC(=O)N(C)c1ccc(OCC(O)CN(Cc2ccco2)S(=O)(=O)c2ccc(C)cc2)cc1 (stereo not drawn),-6,3,7,21,-3,25,0.1,-25,5,2
Cc1ccc(SCC(=O)N2CCc3ccccc32)cc1,-3,8,-2,-2,1,5,-0.2,-5,2,-12
CCO[C@H]1OC(C(=O)N2CCOCC2)=C[C@@H](C2CC2)[C@@H]1CCCO,1,-4,3,-3,-16,-4,1.1,4,.,3
Cc1ccc(C(=O)c2oc3ccccc3c2NC(=O)c2cc(-c3cc(C)ccc3O)n[nH]2)cc1,-12,-7,-5,-2,2,?,2.0,-77,.,-2
CC1=CC(=O)C(C(C)C)=C/C1=N\OC(=O)c1cccc2nc(C)oc12,-1,-2,-7,-10,-12,-12,0.8,12,0,-1
CC(OC(=O)CN1C(=O)NC2(CCCC2)C1=O)C(=O)c1ccccc1 (stereo not drawn),-8,-11,-3,3,-10,11,0.9,-11,-3,1
CN(C)c1ccc(NC(=O)c2ccc([N+](=O)[O-])cc2Cl)cc1,-2,-18,1,16,5,2,-0.8,-2,15,4
CN(CC(=O)Nc1ccccc1Cl)CC(=O)N(C)c1c(N)n(Cc2ccccc2)c(=O)[nH]c1=O,4,2,4,10,-8,-21,2.0,21,1,3
O=C(CSc1nc2ccccc2c(=O)[nH]1)N1CCCCC1,-4,0,-1,19,3,-15,1.2,15,.,-2
CC(C)NCC(O)c1cc(O)cc(O)c1 (stereo not drawn),0,-9,-6,2,-9,12,1.2,-12,.,1
CCn1c(=O)cc(SCC(=O)Nc2ccc3c(c2)OCO3)c2ccccc21,3,1,-5,3,-10,8,-3.3,-8,-2,-4
CCNC(=O)N1C(=O)C2(OCCO2)c2ccccc21,-4,-17,0,-7,-19,-34,-0.7,34,-1,1
CCSc1nc(=S)n(Cc2ccccc2)c(C)c1C(C)=O,-3,-3,-1,1,10,-10,-0.4,10,-2,1
COc1cccc(NC(=O)[C@H](NC(=O)[C@@H]2Cc3ccccc3CN2)c2ccccc2)c1,-7,-8,2,5,-12,-18,0.3,18,-5,-1
O=C(CSc1nnc(C2CCCCC2)n1Cc1ccccc1)NCc1ccco1,1,1,-11,21,6,10,0.0,-10,.,0

# Three of these compounds in a different format.
compound | PKA-R2B act | RTF Ca sens inh | Keap1-Nrf2 PPI | Arrestin-AP2 inh | PvdQ inh | SR-BI HDL uptake | LANA DNA inh | SR-BI uptake up | NSD2 inh | DAGLB inh
CCn1c(=O)cc(SCC(=O)Nc2ccc3c(c2)OCO3)c2ccccc21 | 3 | 1 | -5 | 3 | -10 | 8 | -3.3 | -8 | -2 | -4
CCNC(=O)N1C(=O)C2(OCCO2)c2ccccc21 | -4 | -17 | 0 | -7 | -19 | -34 | -0.7 | 34 | -1 | 1
CCSc1nc(=S)n(Cc2ccccc2)c(C)c1C(C)=O | -3 | -3 | -1 | 1 | 10 | -10 | -0.4 | 10 | -2 | 1
